# Source: PubChem (several laboratories)
# MsrA act = activators of bovine methionine sulfoxide reductase A; purified bovine MsrA, absorbance read-out; activation, % at 10.6 µM; 360,000 compounds, 0.3% hits; AID 602163; in the data active = activation above about 7.5%;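 note: 0% = vehicle and 100% = reference activator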
# Rin1-Abl PPI inh = inhibitors of human Rin1-Abl protein interaction. 360,000 compounds, 0.4% hits. AID 588664. TR-FRET Rin1/Abl binding, biochemical. inhibition, % at 7.35 µM; in the data active = inhibition above about 5%, passing the limit was not always enough
# MsrA inh = inhibitors of bovine MsrA | 360,000 compounds, 0.75% hits | purified bovine MsrA, absorbance read-out | inhibition, % at 15.5 µM; in the data active = inhibition above about 4.5%;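 note: 0% = vehicle wells with enzyme and 100% = reference inhibitor wells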
# MLLE-PAM2 inh = inhibitors of microRNA-mediated deadenylation, human PABP1 MLLE binding; P11940; GST-MLLE / FITC-PAM2 fluorescence polarization; inhibition, % at 20 µM; 360,000 compounds, 0.36% hits; in the data active = inhibition above about 35%, passing the limit was not always enough;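 note: plate controls were DMSO wells with GST-MLLE for no effect and wells lacking GST-MLLE protein for full effect; some results filed as inactive read as strong as hits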
# Target sequence (P11940 whole entry, looked up): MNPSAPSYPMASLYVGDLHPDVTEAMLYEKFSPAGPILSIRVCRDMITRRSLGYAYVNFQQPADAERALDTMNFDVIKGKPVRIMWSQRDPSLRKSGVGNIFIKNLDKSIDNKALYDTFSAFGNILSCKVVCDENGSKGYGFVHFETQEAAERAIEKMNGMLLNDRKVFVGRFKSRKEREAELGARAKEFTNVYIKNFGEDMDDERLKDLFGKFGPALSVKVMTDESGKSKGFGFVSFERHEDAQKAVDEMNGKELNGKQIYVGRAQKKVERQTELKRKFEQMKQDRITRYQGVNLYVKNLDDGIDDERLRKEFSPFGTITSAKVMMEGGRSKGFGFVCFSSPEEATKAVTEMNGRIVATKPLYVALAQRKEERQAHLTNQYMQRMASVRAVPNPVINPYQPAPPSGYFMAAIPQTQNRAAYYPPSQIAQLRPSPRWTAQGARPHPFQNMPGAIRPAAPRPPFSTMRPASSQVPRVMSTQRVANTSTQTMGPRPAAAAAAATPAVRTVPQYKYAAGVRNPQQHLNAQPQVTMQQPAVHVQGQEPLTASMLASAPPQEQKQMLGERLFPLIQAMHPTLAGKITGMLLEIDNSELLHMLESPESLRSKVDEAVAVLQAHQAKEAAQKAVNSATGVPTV
# MT1-MMP act inh = blocks activation of human MT1-MMP; 360,000 compounds, 0.061% hits; P50281; HT1080 RFP-PRO-GFP cells, GFP/RFP ratio fluorescence, overnight; percent of plate control window, DMSO zero; AID 651647; GFP/RFP ratio change, % at 20 µM;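 active = GFP/RFP ratio change of at least 30% with cell ATP level not reduced by more than half and red fluorescence within 50% of control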; note: strong numbers were not always called active
#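 system = RFP-PRO-GFP reporter HT1080 cells | dosing = 20 µM single dose, 1% DMSO | timing = overnight cell settling, then overnight compound exposure, 37 °C, 5% CO2 | read-out basis = GFP/RFP fluorescence ratio | controls = DMSO and RFP-L50D-GFP cell wells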
# eLon inh = inhibitors of E. coli Lon protease. 360,000 compounds, 0.42% hits. inhibition, % at 7.94 µM. purified E. coli Lon protease, fluorescence polarization. P0A9M0. AID 602123; in the data active = inhibition above about 13%, passing the limit was not always enough;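 note: 0% = enzyme with probe and DMSO and 100% = no enzyme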
# CSN deneddyl inh = CSN deneddylation inhibition. Q92905. Purified CSN, SCF-Nedd8-OG deneddylation, fluorescence polarization. inhibition, % at 12.5 µM. 360,000 compounds, 0.38% hits. AID 651999;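 active = pattern-corrected inhibition above about 35%, with an unprinted fluorescence ratio check between 0.5 and 1.5, limit read from the data, passing the limit was not always enough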;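 note: 0% = enzyme with substrate and 100% = substrate without enzyme; some results filed as inactive read as strong as hits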
#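 Test system: purified human Csn5 enzyme expressed in HEK293T cells. Amount: 0.24 nM enzyme. Reagent: SCFSkp2-Nedd8OG substrate at 10 nM final. Schedule: 90 min incubation of compound, enzyme and substrate at room temperature. Detection: fluorescence polarization. Read-out: % inhibition of substrate cleavage by Csn5.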
# Rpn11 inh = inhibitors of human proteasome Rpn11; O00487; human 26S proteasome, Ub4-pepOG fluorescence polarization; 20S core pre-blocked with epoxomicin; calls only at 20 µM; 360,000 compounds, 0.59% hits; AID 588493;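 active = inhibition at 20 µM, scaled to each plate's controls, above about 33%, limit read from the data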
# Target sequence (O00487 whole entry, looked up): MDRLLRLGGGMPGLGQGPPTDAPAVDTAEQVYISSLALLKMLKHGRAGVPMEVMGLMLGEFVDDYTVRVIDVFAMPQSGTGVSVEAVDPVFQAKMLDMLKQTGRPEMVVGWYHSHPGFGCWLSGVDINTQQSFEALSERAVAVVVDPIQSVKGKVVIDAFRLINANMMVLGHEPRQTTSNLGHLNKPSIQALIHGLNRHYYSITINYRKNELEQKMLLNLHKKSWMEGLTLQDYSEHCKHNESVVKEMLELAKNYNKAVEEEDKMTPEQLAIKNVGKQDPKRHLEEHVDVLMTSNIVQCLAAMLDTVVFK
# FAS TE block = FAS thioesterase (human) inhibition | inhibition, % at 15 µM | recombinant FAS-TE, OMFH fluorogenic substrate, fluorescence endpoint | 360,000 compounds, 0.67% hits;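 active = compounds whose normalised, plate-corrected inhibition of enzyme fluorescence in the single-dose primary screen is 50% or more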;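 note: 0% = DMSO with enzyme and 100% = substrate without enzyme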
# Starred values were filed as active, the others as inactive; i = inactive; nt = not tested or not shown.
# The line under a structure holds: eLon inh	MT1-MMP act inh	MLLE-PAM2 inh	FAS TE block	Rin1-Abl PPI inh	MsrA inh	CSN deneddyl inh	Rpn11 inh	MsrA act
Cc1cc(SCC(=O)NCC2CCCO2)nc2ccccc12 (configuration not stated)
    -198	-51	-90	-85	-16	-0.5	22	nt	4
Cn1c(SCC(=O)Nc2ccccc2O)nnc1-c1ccco1
    2	-1	-46	-3	0	0.5	3	i	-2
COc1ccc2[nH]c(=O)c(COC(=O)c3cccs3)cc2c1
    0	-1	9	-6	1	1.1	-3	i	0
CCNC(=O)c1cc2c(c(-c3cccc(-c4ccccc4F)c3)n1)[C@@H](CCO)N(C(=O)CC)C2
    -3	1	nt	-5	nt	-0.1	-4	nt	-2
Cc1ccc(C(=O)N(C)CC(=O)Nc2cccc(C)c2C)o1
    0	5	-16	-4	2	-0.8	0	i	3
O=C(O)c1ccccc1N=Cc1c(O)n(-c2nccs2)c(=O)c2ccccc12
    -5	-1	-3	-7	-4	2.2	-1	i	-5
CSc1ccc(S(=O)(=O)NCc2ccccc2)cc1
    2	1	17	3	1	1.6	7	i	0
Cc1ccc(C(=O)N/N=C\c2ccc(OC(=O)c3cccc(F)c3)cc2)cn1
    2	-4	-2	-2	0	0.4	3	i	-2
CC1CC(C)(C)N(C(=O)CSc2ccc(-c3ccc(F)cc3)nn2)c2ccccc21 (configuration not stated)
    -4	-4	-19	27	2	2.3	3	i	-1
O=C(Nc1sc2c(c1C(=O)O)CCC2)C(=O)N1CCOCC1
    -8	-1	11	-11	-1	1.9	11	i	-3
O=C(Nc1ccc(F)c(Cl)c1)c1cc(C2CCCCN2C(=O)c2cccs2)on1 (configuration not stated)
    6	-9	17	20	-5	0.5	3	i	-6
Cc1cc(-c2ccco2)c(C#N)c2nc3ccccc3n12
    4	-20	16	-24	-7	2.0	47	i	-6
COc1ccc(/C(C)=N/NC(=S)NCc2ccco2)cc1
    -3	1	22	7	0	2.0	-2	i	-3
COc1cc(/C=C/C(=O)c2c(O)ccc3c(C)cc(=O)oc23)ccc1O
    -2	4	9	-1	3	6.9*	-4	i	-8
CCN(CC)S(=O)(=O)c1cccc(C(=O)NC(C)C(c2cccs2)N2CCCC2)c1 (configuration not stated)
    -2	-1	-5	-6	1	0.9	3	i	-3
O=S1(=O)CCN(OCc2ccc(Cl)cc2)CC1
    -1	0	-7	-5	-3	-0.1	-1	i	-3
O=C(NNC(=O)c1ccccc1O)c1ccc(NS(=O)(=O)c2ccc(F)c(F)c2)cc1
    5	7	18	3	0	1.2	0	i	-3
Cc1ccc(NCCCn2cnc(C(=O)Nc3ccc(C)c(C)c3)n2)cc1C
    1	6	13	6	-1	-0.2	3	i	2
CC1(C)CC(=O)C=C(c2cccc3c2oc2ccccc23)C1
    -11	0	-9	30	2	-0.3	-3	i	-2
COc1ccc(S(=O)(=O)N2CCCCC2)cc1NC(=O)c1ccc(CS(C)(=O)=O)cc1
    -11	-1	5	-5	1	0.8	0	i	-11
COc1ccc(CNC(=O)CSc2nnnn2Cc2ccccc2)cc1
    -1	0	1	-3	-1	-2.3	3	i	2
CC(=O)Oc1cc2oc(=O)cc(C)c2cc1OC(C)=O
    10	5	-1	-7	-5	4.0	-2	i	-3
COc1cc(-c2nc3ccccn3c2/N=C/c2cc(OC)c(O)cc2Cl)ccc1O
    0	4	7	1	1	4.7*	-5	i	-5
Cc1cc(C)nc(SCCn2c(N3CCOCC3)nc3c2c(=O)[nH]c(=O)n3C)n1
    7	1	-1	-5	0	-1.1	-1	i	-3
CCOc1ccc(N2CC(C(=O)Nc3ccccc3C(=O)N3CCOCC3)CC2=O)cc1 (configuration not stated)
    4	-1	12	-1	1	0.4	0	i	-3
CCCn1c(O)c(CN2CCCCC2)c(C)c(C#N)c1=O
    5	-11	29	-11	5	0.2	-12	i	-7
Cn1c(=O)[nH]c(=O)c2c1ncn2CCCc1ccccc1
    1	2	-2	-4	-1	-0.3	-2	i	-3
O=S(=O)(Nc1ccc(Cl)cc1NS(=O)(=O)c1ccccc1)c1ccccc1
    22	-4	4	5	1	-0.3	5	i	-3
Cc1nc(CCNC(=O)CC2C(=O)NCCN2Cc2ccccc2F)sc1C (configuration not stated)
    7	-5	13	-3	1	0.6	1	i	-2
COc1ccccc1NS(=O)(=O)c1c(C)[nH]c(C)c1C(=O)N1CCCC1
    6	-1	-4	-9	0	-0.6	2	i	-4

# Single records, from the list above.
# COc1ccc(S(=O)(=O)N2CCCCC2)cc1NC(=O)c1ccc(CS(C)(=O)=O)cc1 across the screens: eLon inh = -11; MT1-MMP act inh = -1; MLLE-PAM2 inh = 5; FAS TE block = -5; Rin1-Abl PPI inh = 1; MsrA inh = 0.8; CSN deneddyl inh = 0; Rpn11 inh = i; MsrA act = -11
# COc1cc(-c2nc3ccccn3c2/N=C/c2cc(OC)c(O)cc2Cl)ccc1O across the screens: eLon inh = 0; MT1-MMP act inh = 4; MLLE-PAM2 inh = 7; FAS TE block = 1; Rin1-Abl PPI inh = 1; MsrA inh = 4.7*; CSN deneddyl inh = -5; Rpn11 inh = i; MsrA act = -5

# Returning to the listing with the 2 entries that preceded the break.
# The line under a structure holds: eLon inh	MT1-MMP act inh	MLLE-PAM2 inh	FAS TE block	Rin1-Abl PPI inh	MsrA inh	CSN deneddyl inh	Rpn11 inh	MsrA act
Cc1nc(CCNC(=O)CC2C(=O)NCCN2Cc2ccccc2F)sc1C (configuration not stated)
    7	-5	13	-3	1	0.6	1	i	-2
COc1ccccc1NS(=O)(=O)c1c(C)[nH]c(C)c1C(=O)N1CCCC1
    6	-1	-4	-9	0	-0.6	2	i	-4
CCOc1ccc(-c2cc(N)n(S(=O)(=O)c3ccc(OC)c(OC)c3)n2)cc1
    4	-3	-3	16	-2	-2.2	3	i	-1
COc1ccc(CNc2ccc(S(N)(=O)=O)cc2)c(OC)c1OC
    -6	2	-1	-2	2	-0.7	-1	i	-3
COC(=O)C1=NN[C@H](C(=O)OC(C)(C)C)[C@H]1c1ccccc1
    7	1	5	8	-2	-0.7	-3	i	-4
COc1cccc(NC(=O)Cn2nnc(C(=O)Nc3cc(Cl)ccc3OC)c2N)c1
    1	1	3	1	-5	-1.3	0	i	-3
CCOC(=O)c1c(NC(=O)COC(=O)Cn2cnc3ccccc32)sc2c1CCC(C)C2 (configuration not stated)
    1	2	10	16	1	1.4	4	i	-5
CCCCCn1nc(C(=O)OCc2nnc(-c3ccccc3)o2)c2ccccc2c1=O
    -4	-2	-15	23	4	-0.8	0	i	-1
COc1ccc(N2C(=O)CC(N3CCC(O)(c4ccc(Br)cc4)CC3)C2=O)cc1 (configuration not stated)
    -1	-4	5	-1	-2	0.5	-1	i	-5
COc1ccc(-n2c(SC(C)C(=O)Nc3ncc(Cl)cc3Cl)nc3ccccc32)cc1 (configuration not stated)
    -9	-10	-49	25	2	0.1	1	i	-2
COc1ccccc1C(CNC(=O)CCNS(=O)(=O)c1ccc(Br)cc1)N1CCCC1 (configuration not stated)
    -7	-2	1	-4	6	-1.3	3	i	-5
COc1ccc(C(=O)NCCS(=O)(=O)NCCc2ccccc2)cc1
    -4	-3	-1	-8	-2	0.9	-1	i	-3
Cc1ccc(NC(=S)N2CCN(Cc3ccccc3)CC2)cc1
    2	2	-90	-5	0	-0.1	3	i	-4
C=CCNc1nc(Cl)ncc1F
    -14	-4	-6	-12	0	-0.1	-1	i	-3
O=C(CSc1nnc(NC(=O)c2cccc(F)c2)s1)NC1CCCC1
    0	2	1	-5	3	0.2	-1	i	-1
Cc1ccccc1-c1nnc(SCC(=O)Nc2c(C)n(C)n(-c3ccccc3)c2=O)o1
    -6	1	-8	-10	1	-0.1	1	i	-5
O=C(Nc1nnc(C2CC2)s1)c1cccs1
    -8	1	6	-4	-3	2.6	-3	i	-4
C=CCc1cc(/C=C2/NC(=O)N(CC)C2=O)cc(OCC)c1OCc1ccc(C(=O)O)cc1
    3	-1	-6	-5	-3	4.5	-10	i	-9
Nn1c(SCC(=O)Nc2ccc3c(c2)OCCO3)nnc1-c1ccccn1
    -5	4	-2	-13	-2	-0.9	0	i	-2
CSC1=C(C#N)C(c2ccccc2Cl)C(C(C)=O)=C(C)N1 (configuration not stated)
    -3	5	2	2	0	1.7	-5	i	-6
O=C(NCCc1ccccc1F)C1CCCN1S(=O)(=O)c1ccc2ccccc2c1 (configuration not stated)
    0	-3	2	18	-1	0.4	12	i	-1
Cc1ccc(NC(=O)Nc2cccs2)c(Cl)c1
    -4	-2	22	2	4	1.0	2	i	-9
COc1ccc(-c2csc(NC(=O)C3CCCCN3S(=O)(=O)c3ccccc3)n2)cc1 (configuration not stated)
    -5	-8	28	24	-1	1.1	-2	i	-12
CC(=O)c1ccc(OCCN2CCOCC2)cc1
    -1	0	-2	-10	-2	0.5	3	i	-2
C=CCNCCOCCOc1ccc(C)cc1Br
    -9	1	1	-7	0	0.9	4	i	1
OC(c1ccc(F)c(F)c1)c1ncc(-c2ccc(Cl)cc2)[nH]1 (configuration not stated)
    -5	5	-5	4	1	-0.6	3	i	-4
O=C(CCCc1c[nH]c2ccccc12)NCc1cccs1
    -4	4	4	0	4	-0.5	-1	i	1
c1ccc(SCCc2ccncc2)cc1
    -5	-2	16	-6	-1	0.2	-2	i	-4
CC1CCN(S(=O)(=O)N2CCC(C(=O)NCCC3=CCCCC3)CC2)CC1
    4	2	0	-7	0	-0.6	-8	i	-7
O=C1CC(NN2CCCCC2)C(=O)N1c1ccccc1 (configuration not stated)
    -2	-3	1	-4	1	1.2	2	i	-3
CC(C)c1cc(Br)ccc1OCCCN1C(=O)NC(C)(C)C1=O
    -4	5	5	11	-2	-0.3	-1	i	-11
O=c1cc(-c2ccccc2)cc(-c2ccccc2)n1CCO
    0	5	13	-10	-1	1.2	2	i	-2
Brc1csc(C=Nc2ccc3c(c2)OCCOCCOCCOCCO3)c1
    -9	0	7	-8	2	0.7	1	i	-3
Cc1cc(Nc2nn(C)c(N)c2C#N)ccc1F
    -6	-4	1	1	-3	0.5	6	i	-14
CC(CC(=O)Nc1ncc([N+](=O)[O-])s1)c1ccccc1 (configuration not stated)
    -7	-5	11	9	2	3.9	-10	i	-11

# Quoted at random: 2 compounds from above, in no set order.
# The line under a structure holds: eLon inh	MT1-MMP act inh	MLLE-PAM2 inh	FAS TE block	Rin1-Abl PPI inh	MsrA inh	CSN deneddyl inh	Rpn11 inh	MsrA act
Cc1ccc(NC(=O)Nc2cccs2)c(Cl)c1
    -4	-2	22	2	4	1.0	2	i	-9
C=CCc1cc(/C=C2/NC(=O)N(CC)C2=O)cc(OCC)c1OCc1ccc(C(=O)O)cc1
    3	-1	-6	-5	-3	4.5	-10	i	-9
